Assay outcomes: PubChem, Broad Institute
Cneo AK release = causes C. neoformans cell lysis; AID 651654; 360,000 compounds, 0.2% hits; adenylate kinase release luminescence, 4 h; normalised: neutral wells 0, clomiphene wells 100; lysis activity, % at 15 µM;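 active = mean lysis activity across replicates of at least 80%, whatever share of replicates individually reach that level; inactive = mean lysis activity below 80%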
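Schedule: static 4 h at 37 °C with compound, 1 h detection; system: C. neoformans cells; benchmarks: Clomiphene as positive control; buffer or medium: fresh YPD medium; measure: luminescence rise reflecting yeast cell lysis; measured by: luminescent adenylate kinase detection reagent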
LGR2 antag = Drosophila LGR2 receptor signaling inhibition; HEK293 LGR2, CRE-luciferase, bursicon-stimulated, 4 h; inhibition, % at 9.99 µM; 380,000 compounds, 0.35% hits; AID 720647;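 active = drop in luminescence signal, shown as inhibition above about 50% in the replicate tests, limit read from the data, passing the limit was not always enough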;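 also: agonist challenge used bursicon conditioned medium at about half maximal strength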
INS-1E GSIS act = primary screen for activators of insulin secretion dependent on glucose, INS-1E cells, GLuc reporter luminescence; activation, % at 16.6 µM; 370,000 compounds, 0.61% hits; INS-1E GLuc reporter insulin secretion, 2-3 h;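 active = lowest replicate activation of at least 40%, so every replicate reaches that level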;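 also: 0% = median of neutral control wells and 100% = median of IBMX positive control wells; some compounds called inactive have numbers as strong as hits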
PglD DTNB = inhibitors of Campylobacter jejuni PglD acetyltransferase | inhibition, % at 12.5 µM | 360,000 compounds, 0.098% hits | purified PglD enzyme, DTNB colorimetric CoA detection | AID 602405; in the data active = inhibition above about 16%, passing the limit was not always enough; also: strong numbers were not always called active
ARNT-TACC3 inh = disrupts binding between human ARNT and TACC3; Q9Y6A5; AlphaScreen His-ARNT PAS-B/GST-TACC3 binding, luminescence; TACC3 fragment carries E629A point mutation; inhibition, % at 9.99 µM; 390,000 compounds, 0.66% hits;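 active = mean inhibition of replicates at least 50% and at least half of replicates each reaching 50%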;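 also: 0% = complete ARNT plus TACC3 wells and 100% = ARNT alone without TACC3; many hits fall short of the cut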
PGC1a acetyl inh = lowers PGC1a acetylation signal in U2OS cells. AlphaScreen anti-acetyl-lysine; with virally co-expressed GCN5 acetyltransferase. inhibition, % at 15.6 µM. 350,000 compounds, 0.17% hits. AID 651687;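 active = every replicate shows inhibition of at least 40%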;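 also: 0% = neutral control wells and 100% = positive control wells; some results beyond the cut were filed as inactive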
PAX8 inh HTS = inhibitors of PAX8 transcriptional activity in RMG-I cells; RMG-I TPO-luciferase reporter, SteadyGlo, 24 h; inhibition, % at 12.6 µM; 360,000 compounds, 1.2% hits; AID 652154;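 active = mean replicate inhibition at least 60% with every replicate also reaching 60%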;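 also: luciferase light reporting Pax8 driven TPO promoter activity; plate controls were median of neutral control wells for no effect and mitoxantrone controls for full effect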
Statin myotox sup = suppression of simvastatin myotoxicity | C2C12 myotubes + simvastatin, ATP luminescence, 48 h; scaled: DMSO 0, geranylgeraniol control 100 | rescue of ATP level, % at 7.49 µM | 330,000 compounds, 0.78% hits | AID 602340;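 active = mean ATP rescue above about 67%, or every replicate alone reaching that limit, limit read from the data, passing the limit was not always enough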;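 also: myotubes were challenged with 10 µM simvastatin during compound exposure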
* marks the source's active call; other numbers are inactive results; . = no result given.

SMILES	Cneo AK release	LGR2 antag	INS-1E GSIS act	PglD DTNB	ARNT-TACC3 inh	PGC1a acetyl inh	PAX8 inh HTS	Statin myotox sup
COc1ccccc1NC(=O)c1nn(-c2cccc(C(F)(F)F)c2)ccc1=O	5	.	.	-4	-1	-8	.	-5
C[C@@H]1CCCCO[C@H](CN(C)S(=O)(=O)c2ccccc2)[C@@H](C)CN([C@@H](C)CO)C(=O)c2cc(NS(C)(=O)=O)ccc2O1	0	-1	0	-2	-8	-3	-1	57
COCCNc1nc(NCCOc2ccccc2)c2sc(-c3ccccc3)cc2n1	-1	-7	-1	0	.	.	25	-31
O=C(CNc1ccc2ccccc2c1)N/N=C/c1ccc(C(=O)O)cc1	-3	-14	-9	0	.	2	13	-10
COc1ccccc1OCC(=O)NNC(=O)c1ccc(F)c(S(=O)(=O)N2CCOCC2)c1	.	-1	8	.	-14	.	-4	.
C=CCn1c(SCC(=O)Nc2cccc(C)c2)nnc1-c1cnccn1	2	.	.	9	-4	1	.	-5
COc1ccc(CCNc2cn[nH]c(=O)c2Cl)cc1OC	.	.	31	.	-4	7	-13	1
COC(=O)[C@]1(Cc2ccccc2)N[C@H](CN(C)C(C)=O)[C@@H]2C(=O)N(Cc3ccccc3)C(=O)[C@@H]21	-1	2	0	0	2	5	-3	0
COc1ccc(CNCCS(=O)(=O)NN2CCOCC2)cc1	-3	-9	17	11	-3	-3	-12	-4
CC(=O)N=c1cccc(NC(C)=O)n1O	2	.	.	3	-29	1	.	-4
CN(C)CCN(C(=O)c1cccc2ccccc12)c1nc2cc3c(cc2s1)OCO3	-4	17	-45	-3	22	-10	12	-3
COc1ccc(NC(=O)O/N=C/c2ccccc2Cl)cc1	.	-43	-15	.	1	.	-45	.
COc1ccc(OCCCCN(C)Cc2ccccc2)cc1	0	-5	9	-1	.	.	-42	5
Cc1noc(C)c1NC(=O)N(C)C[C@H]1OCCCC[C@H](C)Oc2ccc(NC(=O)c3ccncc3)cc2C(=O)N([C@@H](C)CO)C[C@@H]1C	-1	-7	0	-2	-13	8	-3	-9
COc1ccc(NC(=O)N(C)C[C@H]2Oc3c(NS(=O)(=O)c4ccc(OC)cc4)cccc3C(=O)N([C@@H](C)CO)C[C@H]2C)cc1	-2	-12	-6	-3	-1	13	-14	15
COc1ccc2c(Cl)c(C(=O)N/N=C/c3cccnc3)sc2c1	-2	-23	6	0	-2	.	-24	15
[N-]=[N+]=CC(=O)CC(c1ccccc1)N1C(=O)c2ccccc2C1=O (stereo not drawn)	-2	.	.	-3	24	8	.	0
C/C=C/c1ccc([C@H]2[C@H](CO)N3C(=O)CN(C(=O)Nc4cccc(OC)c4)C[C@@H]23)cc1	.	-3	-2	.	.	8	10	.
Cc1csc(=O)n1CCC(=O)OCc1nnc(-c2ccccc2Cl)o1	-1	15	-3	3	4	4	-2	9
Cc1ccccc1-c1ccc([C@H]2[C@H]3CN(C(=O)Nc4cccc(F)c4)CCCCN3[C@H]2CO)cc1	-1	12	-33	-1	5	7	-9	-20
CN(C)/C=N/C(=S)Nc1ccccc1Cl	1	.	9	1	1	-7	-14	-5
CCOc1cc(/C=N\NC(=O)c2ccc(NC(=O)C(C)(C)C)cc2)ccc1OC(=O)c1cccc(C)c1	-3	.	.	3	-7	-21	.	-28
COc1ccc(C(=O)Nc2ccc(NC(=O)C3CCCCC3)nc2)cc1	1	2	12	0	-1	0	-6	.
C[C@H]1CN([C@@H](C)CO)S(=O)(=O)c2ccc(C3=CCCC3)cc2O[C@H]1CN(C)S(=O)(=O)c1ccc(F)cc1	3	-12	-11	0	-12	-15	.	2

No new results follow: 15 of the compounds above.
SMILES	Cneo AK release	LGR2 antag	INS-1E GSIS act	PglD DTNB	ARNT-TACC3 inh	PGC1a acetyl inh	PAX8 inh HTS	Statin myotox sup
COc1ccc(CCNc2cn[nH]c(=O)c2Cl)cc1OC	.	.	31	.	-4	7	-13	1
COC(=O)[C@]1(Cc2ccccc2)N[C@H](CN(C)C(C)=O)[C@@H]2C(=O)N(Cc3ccccc3)C(=O)[C@@H]21	-1	2	0	0	2	5	-3	0
COc1ccc(CNCCS(=O)(=O)NN2CCOCC2)cc1	-3	-9	17	11	-3	-3	-12	-4
CC(=O)N=c1cccc(NC(C)=O)n1O	2	.	.	3	-29	1	.	-4
CN(C)CCN(C(=O)c1cccc2ccccc12)c1nc2cc3c(cc2s1)OCO3	-4	17	-45	-3	22	-10	12	-3
COc1ccc(NC(=O)O/N=C/c2ccccc2Cl)cc1	.	-43	-15	.	1	.	-45	.
COc1ccc(OCCCCN(C)Cc2ccccc2)cc1	0	-5	9	-1	.	.	-42	5
Cc1noc(C)c1NC(=O)N(C)C[C@H]1OCCCC[C@H](C)Oc2ccc(NC(=O)c3ccncc3)cc2C(=O)N([C@@H](C)CO)C[C@@H]1C	-1	-7	0	-2	-13	8	-3	-9
COc1ccc(NC(=O)N(C)C[C@H]2Oc3c(NS(=O)(=O)c4ccc(OC)cc4)cccc3C(=O)N([C@@H](C)CO)C[C@H]2C)cc1	-2	-12	-6	-3	-1	13	-14	15
COc1ccc2c(Cl)c(C(=O)N/N=C/c3cccnc3)sc2c1	-2	-23	6	0	-2	.	-24	15
[N-]=[N+]=CC(=O)CC(c1ccccc1)N1C(=O)c2ccccc2C1=O (stereo not drawn)	-2	.	.	-3	24	8	.	0
C/C=C/c1ccc([C@H]2[C@H](CO)N3C(=O)CN(C(=O)Nc4cccc(OC)c4)C[C@@H]23)cc1	.	-3	-2	.	.	8	10	.
Cc1csc(=O)n1CCC(=O)OCc1nnc(-c2ccccc2Cl)o1	-1	15	-3	3	4	4	-2	9
Cc1ccccc1-c1ccc([C@H]2[C@H]3CN(C(=O)Nc4cccc(F)c4)CCCCN3[C@H]2CO)cc1	-1	12	-33	-1	5	7	-9	-20
CN(C)/C=N/C(=S)Nc1ccccc1Cl	1	.	9	1	1	-7	-14	-5

Following part:
SMILES	Cneo AK release	LGR2 antag	INS-1E GSIS act	PglD DTNB	ARNT-TACC3 inh	PGC1a acetyl inh	PAX8 inh HTS	Statin myotox sup
CCN(C(=O)c1cccc(S(=O)(=O)N2CCCCC2)c1)C1CCS(=O)(=O)C1 (stereo not drawn)	.	9	7	.	-4	11	-1	-2
Cn1ncc(Cl)c1C(=O)NCC1CCCO1 (stereo not drawn)	0	12	11	-1	-3	-2	3	-1
CCCN1CCN(S(=O)(=O)c2ccc3c(c2)NC(=O)C(C)S3)CC1 (stereo not drawn)	1	-3	-4	3	7	-16	19	6
Clc1ccc(N2CCN(c3nc4nonc4nc3N3CCSCC3)CC2)nc1	1	-5	34	-3	-2	0	10	0
CN(C)S(=O)(=O)c1ccc(C(=O)NC(=O)CSc2nncs2)cc1	0	0	-6	-3	.	0	-5	-1
CC1CCN(CCCNC(=O)C2CCC(=O)N2C2CCCC2)CC1 (stereo not drawn)	1	.	.	3	15	-14	.	6
CN1C(=O)/C(=C/c2ccc(OCc3ccccc3F)cc2)NC1=S	2	-1	-5	1	-4	-5	23	10
O=C(CN1C(=O)NC2(CCCC2)C1=O)N1CCN(c2ccc(C(F)(F)F)cc2[N+](=O)[O-])CC1	-1	8	-23	-6	6	10	15	-4
CCc1c(C)nc(SCCOc2ccc(OC)cc2)[nH]c1=O	0	-9	-5	1	4	-4	23	.
Cc1ccc(CNC(=O)CSc2nc(=O)n3ccc(C)cc3n2)cc1	0	2	-11	2	.	-10	-4	-3
CC(=O)Nc1nnc(SCC(=O)c2ccc(F)cc2)s1	.	-3	-10	.	-2	31	-6	1
O=C(COc1cccc2cccnc12)N/N=C/c1ccc(O)cc1	2	3	4	0	-3	16	-12	-4
Cc1noc(C)c1S(=O)(=O)N(C)C[C@H]1Oc2ccc(NC(=O)Nc3ccccc3)cc2CC(=O)N([C@@H](C)CO)C[C@H]1C	.	-1	-2	.	.	4	0	-23
COc1cc2c(cc1OC)CN(C(=O)[C@H]1[C@@H]3C(=O)O[C@@H](c4ccccc4)[C@@H](c4ccccc4)N3[C@@H](c3ccccc3OCCO)[C@]13C(=O)Nc1ccc(C#CC4(O)CCCCCC4)cc13)CC2	15	.	.	1	-2	-17	37	.
O=C(NC1CCCC1)C1CCN(C(=O)c2cc(Cl)ccc2Cl)CC1	2	2	7	0	-2	0	5	-7
O=C(NCC1COc2ccccc2O1)c1cccc(S(=O)(=O)N2CCN(c3ccccc3)CC2)c1 (stereo not drawn)	-1	-13	-44	4	1	2	48	6
Cc1ccc(C2=NN(C(=O)CSc3nc(N)cc(N)n3)C(c3ccco3)C2)cc1 (stereo not drawn)	0	17	3	2	.	5	-6	159*
CC(=O)NC(c1ccccc1)c1nc(-c2cccc(F)c2)cs1 (stereo not drawn)	-1	-12	-7	-2	.	.	-8	16
CCN(Cc1ccc(OC)c(F)c1)C(=O)c1oc2ccccc2c1COC	1	-8	35	1	-12	.	22	16
O=C(CCc1nnc2ccc(NCc3ccco3)nn12)N1CCN(c2ccccc2)CC1	3	3	2	2	31	2	27	3
C[C@H](CO)N1C[C@H](C)[C@@H](CN(C)Cc2ccc(C(=O)Nc3ccccc3N)cc2)Oc2c(NC(=O)Nc3ccc4c(c3)OCO4)cccc2C1=O	1	-11	-19	8	21	-5	.	11
Cn1c(-c2c(N)n(-c3ccccc3)c3nc4ccccc4nc23)nc2ccccc21	15	21	27	-10	5	-15	-4	.
CCOC(=O)c1ccc2nc(NC(=O)c3cccs3)sc2c1	-3	.	.	-6	-9	-1	.	.
Cc1cccc(C)c1NC(=O)CN1C(=O)S/C(=C\c2cccn2C)C1=O	-1	-2	18	-1	-56	-5	.	12
C[C@@H]1CN([C@@H](C)CO)C(=O)c2cccc(NC(=O)C3CC3)c2O[C@@H]1CN(C)C(=O)Nc1ccc(F)cc1	46	23	-3	5	-2	3	0	-33
CCc1cccc(CC)c1NC(=S)Nc1cccc(Cl)c1Cl	.	6	-6	.	3	.	17	.
NS(=O)(=O)c1ccc(NC(=O)CN2CCc3ccccc32)cc1	3	.	.	-1	-7	5	27	.
Cc1ccc(NC(=O)Cn2c(=O)oc3cc(S(=O)(=O)N4CCC(C)CC4)ccc32)cc1C	1	-17	27	0	-11	-1	31	3
C[C@@H]1CCC[C@H](C)N1NC(=O)c1ccc(Cl)c(S(N)(=O)=O)c1	0	.	.	-5	0	-2	4	2
COc1ccc2sc(N(CCCN(C)C)C(=O)c3ccc(S(=O)(=O)N4CCCC4)cc3)nc2c1	2	9	-10	2	9	3	-16	4
CNC(=O)C[C@H]1CC[C@@H]2[C@H](COc3ccc(NC(=O)c4cccc(OC)c4)cc3C(=O)N2C)O1	1	16	12	-1	-3	1	4	19
C[C@H]1CN([C@@H](C)CO)C(=O)Cc2cc(NC(=O)Nc3ccc(F)cc3)ccc2O[C@H]1CN(C)Cc1ccc(Cl)c(Cl)c1	-12	5	-15	0	3	5	110*	-61
CN(C)S(=O)(=O)c1cccc(NC(=S)N/N=C/C2CC=CCC2)c1 (stereo not drawn)	.	2	-3	.	-4	.	13	.
COC(CNC(=O)c1ccc2c(c1)ncn2-c1cccc(C)c1)OC	-2	3	-1	-3	-11	18	12	-2
O=C(Nc1ccccc1)c1ccc(-c2ccccc2Cl)o1	-2	-152	.	-2	10	-16	-186	-14
COC(=O)[C@H]1[C@H](CO)[C@H]2Cn3c(ccc(-c4ccccc4OC)c3=O)[C@H]2N1CC1CCOCC1	62	31	7	2	-4	.	-11	-7
